Screens from PubChem.
UTI89 phage lysis – inhibition of K1F phage lysis, E. coli UTI89, bacterial capsule biogenesis inhibitors, alamar blue (AID 488966); inhibition, % at 100 µM; hits with a dose series show IC50 in µM; actives 0.02% (n = 340,000); E. coli UTI89 K1F phage lysis, alamar blue, 2 h; higher % means a stronger effect;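 active means phage lysis inhibition, versus mean bacterial control, above a set limit; inconclusive means no clear call, values can overlap the other calls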;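 further: capsule biogenesis inhibitors block K1F phage lysis so surviving cells raise fluorescence; higher fluorescence means more inhibition of phage lysis; actives were called in the ten point dose series up to 300 µM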
M17LAP inhibition – P. falciparum M17LAP inhibitors, primary screen, biochemical, fluorogenic H-Leu-NHMec substrate, 1536-well (AID 1619); recombinant M17LAP, H-Leu-NHMec fluorogenic kinetic assay; higher % means a stronger effect; inhibition, % at 30 µM; hits with a dose series show IC50 in µM; actives 0.38% (n = 220,000);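 active means compound inhibiting the enzyme by more than half at any dose during confirmatory dose-response retesting; inconclusive means strong single-dose inhibitors picked by rank but not retested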;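 further: plate controls were full reaction with DMSO carrier for no effect and no enzyme background for full effect; strong numbers were not always called active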
RSV antiviral HEp-2 – RSV antiviral activity via CPE protection, HEp-2 cells, primary 10 µM value included (AID 2391); actives 0.13% (n = 310,000); HEp-2 cells, RSV-induced CPE inhibition; higher % means a stronger effect; one-dose CPE inhibition, % at 10 µM; IC50 in µM for titrated hits; in the data active means a potency from the dose series; inconclusive means CPE inhibition mostly from about 23% at the one dose, without a potency; inactive means the rest, 99 in 100 with CPE inhibition below about 21%; further: strong numbers were not always called active
TNAP activators – stimulation of alkaline phosphatase TNAP activity – biochemical, luminescent, no phosphate acceptor, uHTS, primary screen (AID 1001); purified TNAP, luminescent activation assay, no phosphate acceptor; higher activation fold means a stronger effect; one-dose activation fold at 20 µM; EC50 in µM for titrated hits; actives 0.03% (n = 200,000); in the data active means activation fold from about 3, or a potency from the dose series; inactive means the rest, 99 in 100 with activation fold below about 1.6; further: many of its hits are not listed in these tables
T cell modulator – modulates CD8 T cell binding to vesicles. actives 0.068% (n = 330,000). calls only at 7 µM. 2C CD8+ T cell-vesicle binding, flow cytometry; stronger effect = lower value;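 active means response, share of CD8 T cells binding vesicles, and their 90th percentile fluorescence all below set limits, cut at about 80% in these data, passing the limit was not always enough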
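material = purified 2C TCR transgenic mouse naive CD8+ T cells | controls = Unloaded micro-vesicles (low), QL9 vesicles with 0.7% DMSO (high) | detection = cytometric PE anti-B7-1 and Alexa647 anti-CD8 signals after 1% paraformaldehyde fixation | incubation = binding step 1.5 h, 37 °C, antibody labelling 20 min, ice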
West Nile virus CPE – inhibition of WNV-induced cytopathic effect – cell-based, CPE readout (AID 1621); West Nile virus-infected cells, CPE inhibition; higher % means a stronger effect; CPE inhibition, % at 10 µM; hits with a dose series show IC50 in µM; actives 0.02% (n = 290,000); in the data active means a potency from the dose series; inconclusive means CPE inhibition mostly from about 3.7% at the one dose, without a potency; inactive means the rest, 99 in 100 with CPE inhibition below about 2.2%; further: strong numbers were not always called active
M1AAP inhibition – malaria alanyl aminopeptidase activity blockers – biochemical, fluorogenic H-Leu-NHMec substrate, 1536-well (AID 1445). actives 0.42% (n = 220,000). one-dose inhibition, % at 30 µM; IC50 in µM for titrated hits. recombinant M1AAP, H-Leu-NHMec fluorogenic kinetic assay; higher % means a stronger effect;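 active means primary inhibition above the hit cutoff, then over 50% inhibition at one or more dose response concentrations, cut at about 23% in these data, passing the limit was not always enough; inconclusive means conflicting primary data, or primary hits not chosen for dose response; inactive means low primary inhibition, or under 50% at every dose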;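 further: plate controls were DMSO full reaction for no effect and no enzyme background for full effect; strong numbers were not always called active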
human PMI inhibition – MPI enzyme activity inhibition – biochemical, fluorescence intensity, coupled assay, primary screen (AID 1209); purified PMI enzyme, coupled fluorescence intensity; higher % means a stronger effect; one-dose inhibition, % at 20 µM; IC50 in µM for titrated hits; actives 0.42% (n = 190,000);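 further: plate controls were DMSO vehicle for no effect and wells lacking substrate for full effect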
PMI inhibition – MPI inhibition at elevated mannose 6-phosphate – biochemical, fluorescence intensity, high mannose 6-phosphate, primary screen (AID 1220) | inhibition, % at 20 µM; hits with a dose series show IC50 in µM | recombinant PMI enzyme, coupled fluorescence intensity; higher % means a stronger effect | actives 0.66% (n = 190,000)
T cell modulator vesicle-bound % – also measured in T cell modulator; calls as there; double positive events, %; measured here: CD8+ vesicle-bound cell fraction;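 binding gate set so that unloaded-vesicle control wells show 10% double positive cells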
Numbers without * were called inactive; i = inactive; ? = inconclusive; · = no result given; [ ] = dose if it differs, or a comment. Unless noted, no stated cut-off is given here; in the data, active means inhibition above about 50%; inactive means the rest.

canonical_smiles	West Nile virus CPE	M1AAP inhibition	UTI89 phage lysis	T cell modulator	human PMI inhibition	PMI inhibition	T cell modulator vesicle-bound %	TNAP activators	RSV antiviral HEp-2	M17LAP inhibition
CCOc1ccc(-n2c(SCc3nc(-c4ccc(C)cc4)no3)nnc2-c2ccncc2)cc1	-0.4%	8%	1.3%	i	0%	2%	59	1.1	11%	-11%
COc1ccc(OC)c(NC(=O)COc2ccc(S(=O)(=O)NC(C)C)cc2)c1	-0.1%	2%	-0.1%	i	7%	-2%	52	1	5.6%	2%
O=C1CC(=O)N2N=C(c3ccc([N+](=O)[O-])cc3)SC2=N1	-0.6%	5%	0.7%	i	4%	-1%	36	1.1	1.1%	9%
Cc1ccccc1NC(=O)CN1CCC(NC(=O)Nc2ccccc2)CC1	1.1%	0%	0.0%	i	6%	2%	26	1.2	2.2%	-5%
N#Cc1ccsc1NC(=O)CN(Cc1ccccc1)Cc1ccccc1	-1.6%	-3%	1.2%	i	12%	1%	45	1	22%	7%
COc1cccc(-c2noc(C3CCCN(C(=O)c4ccccc4OC)C3)n2)c1 (stereo not drawn)	-2.2%	·	0.1%	i	·	·	57	·	6.8%	·
O=C1COc2ccc(C(=O)COC(=O)C3CCN(S(=O)(=O)c4cccs4)CC3)cc2N1	0.2%	0%	0.3%	i	9%	5%	21	1.1	0.9%	-6%
Fc1cccc(Cl)c1C1Nc2cccc3cccc(c23)N1	1.2%	·	-0.2%	i	·	·	47	·	6.5%	·
CC1=C(c2ccc(Cl)cc2)[N+](=O)C(C)(C)N1[O-]	-0.1%	6%	0.8%	i	35%	3%	60	1.1	2.7%	10%
COc1ccc(NC(=O)CN(C)C(=O)CN2C(=O)c3ccc([N+](=O)[O-])cc3C2=O)cc1	-0.5%	·	0.0%	i	·	·	40	·	1.2%	·
COC(=O)c1ccc(CSc2nnc(-c3c[nH]c4ccccc34)n2C)o1	0.3%	-2%	2.8%	i	0%	0%	43	1.1	9.1%	9%
O=c1c2[nH]c3ccccc3c2ncn1Cc1ccco1	0.1%	-2%	-0.1%	i	5%	-6%	30	1.1	-0.3%	2%
COc1ccccc1OCC(=O)Nc1cccc(-c2nc3ccccc3o2)c1	-0.4%	-2%	3.4%	i	11%	12%	26	1	0.4%	-10%
O=C(COC(=O)c1ccc2c(c1)C(=O)N(c1cccc3ncccc13)C2=O)c1ccc(Cl)cc1	-0.1%	2%	0.1%	i	7%	-6%	56	1.1	3.2%	-11%
O=C(Cc1cccs1)N(c1ccc(Cl)cc1)C1C=CS(=O)(=O)C1 (stereo not drawn)	-0.6%	11%	9.0%	i	-18%	-16%	16	1	2.1%	-15%
COC(=O)Nc1ccc(S(=O)(=O)Nc2ccc(C(=O)O)cc2)cc1	0.4%	4%	0.0%	i	7%	-2%	26	1	0.6%	-1%
Cc1ccc(-c2nc3ncccc3o2)cc1NC(=O)c1ccco1	0.1%	·	4.2%	i	·	·	37	·	1.1%	·
Cn1nc(C(C)(C)C)c([N+](=O)[O-])c1C(=O)NCCO	0.0%	-4%	2.1%[50 µM]	i	-2%	-1%	44	1.1	0.8%	-8%
COc1ccccc1NC(=O)c1ccc2c(c1)N(CC#N)C(=O)C(C)(C)O2	0.8%	·	-0.3%	i	·	·	21	·	5.8%	·
Cc1ccc(N(CC(=O)N2CC(=O)Nc3ccccc32)S(=O)(=O)c2ccc3c(c2)OCCO3)cc1	0.2%	-1%	-0.2%	i	10%	11%	27	1.1	0.4%	7%
CS(=O)(=O)N1c2ccccc2[C@]2(Br)C[C@H]3C(=O)N[C@@H](Cc4ccccc4)C(=O)N3[C@H]12	-0.3%	·	0.1%	i	·	·	41	·	-0.6%	·
COc1cc(/C=C(\C#N)c2nc3ccc(C)cc3[nH]2)cc([N+](=O)[O-])c1O	0.1%	16µM*	-2.1%	·	46%	64%*	·	0.8	·	?
Cc1oc(-c2ccccc2)cc1C(=O)Nc1ccc(N(C)C)cc1	-0.4%	20%	0.2%	i	5%	8%	39	1	7.6%	11%
COc1ccc(C2=CC3=C(Br)C(=O)C(C)(OC(=O)c4ccc(Cl)nc4)C(=O)C3=CO2)cc1 (stereo not drawn)	0.8%	12%	·	i	·	·	38	·	-1.0%	20%
Cc1ccc(S(=O)(=O)N2CCCCC2)cc1NC(=O)C1CC(=O)N(Cc2ccccc2)C1 (stereo not drawn)	-1.1%	7%	2.0%[50 µM]	i	4%	-8%	20	1	1.8%	12%
Cc1cccc(Cl)c1OCCN1CCCC1	0.0%	·	0.2%	i	·	·	63	·	0.2%	·
COC(=O)c1ccc(COC(=O)c2cnccn2)cc1	-0.3%	3%	0.1%	i	8%	4%	54	1.1	0.7%	2%
COc1ccc(NC(=O)CSc2ccccn2)cc1	0.0%	23%	-0.5%	i	-11%	-4%	27	1.1	0.9%	47%
COc1ccc2c(c1)CCc1c(C(=O)N3CCc4ccccc4C3)noc1-2	-0.1%	2%	12%	i	34%	31%	2	1.1	20%	-4%
O=C(N/C(=C\c1cccc([N+](=O)[O-])c1)C(=O)N1CCCCC1)c1cccs1	-0.4%	1%	5.7%	i	12%	10%	11	1	1.6%	0%
CCC(O)(CC)C(=O)N/N=C/c1cc(Br)cc(Br)c1O	0.0%	30%	0.0%	i	·	·	27	·	10%	11%
CN(CC(=O)Nc1ccc(N2CCOCC2)cc1)CC(=O)Nc1ccc([N+](=O)[O-])cc1Br	-1.3%	4%	0.1%	i	2%	42%	26	1.1	0.9%	9%
CCCNC(=O)c1cc(-c2ccc(Br)cc2)on1	·	-3%	-1.0%	i	5%	0%	10	1.2	3.8%	2%
Cc1nn(-c2ccccc2)c(C)c1/C=N/O	-0.2%	2%	0.1%	i	2%	3%	30	1.1	5.0%	5%
CSc1nnc(NC(=O)c2cccc(S(=O)(=O)N3CCOCC3)c2)s1	-0.3%	·	-0.1%	i	·	·	10	·	1.9%	·
Cc1ccc(Oc2ccc(Cl)cc2NC(=O)c2ccc(F)cc2F)cc1	-0.4%	7%	0.2%	i	0%	4%	18	1.1	0.4%	15%
Cc1cc(=O)[nH]c(N2CCCC2)n1	0.0%	-10%	0.4%	i	16%	5%	52	1	1.7%	4%
Cc1nnc(NC(=O)CSc2nc3ccccc3o2)s1	0.6%	-3%	0.1%	i	3%	11%	42	1.1	-0.7%	9%
COc1cccc(NC(=O)C(OC(=O)c2ccc([N+](=O)[O-])o2)c2ccccc2)c1 (stereo not drawn)	-0.2%	9%	-0.5%	i	2%	19%	35	1.1	0.7%	-2%
CSc1ccc(-c2sc(Nc3ccccc3)n[n+]2-c2ccc(F)cc2)cc1	-1.2%	·	0.5%	i	·	·	31	·	1.1%	·

Exported with two lines to a compound: part of the list above
Each structure is followed by: West Nile virus CPE	M1AAP inhibition	UTI89 phage lysis	T cell modulator	human PMI inhibition	PMI inhibition	T cell modulator vesicle-bound %	TNAP activators	RSV antiviral HEp-2	M17LAP inhibition
O=C(N/C(=C\c1cccc([N+](=O)[O-])c1)C(=O)N1CCCCC1)c1cccs1
    -0.4%	1%	5.7%	i	12%	10%	11	1	1.6%	0%
COc1cc(/C=C(\C#N)c2nc3ccc(C)cc3[nH]2)cc([N+](=O)[O-])c1O
    0.1%	16µM*	-2.1%	·	46%	64%*	·	0.8	·	?

New compounds follow:
canonical_smiles	West Nile virus CPE	M1AAP inhibition	UTI89 phage lysis	T cell modulator	human PMI inhibition	PMI inhibition	T cell modulator vesicle-bound %	TNAP activators	RSV antiviral HEp-2	M17LAP inhibition
CCOC(=O)C1CCC2(CC1)C(C#N)=C(N)Oc1n[nH]c(C)c12 (stereo not drawn)	-0.2%	4%	0.4%	i	-4%	-7%	14	1	-1.3%	22%
CCOc1ccc(CN2CCN(Cc3cccc4nonc34)CC2CCO)cc1 (stereo not drawn)	-0.7%	6%	0.2%	i	7%	6%	61	1.1	-0.3%	-6%
COc1ccc(CN(C)C(=O)COC(=O)c2c(-c3ccccc3Cl)noc2C)cc1	-0.6%	2%	0.1%	i	-4%	-1%	22	1.1	19%	0%
CN(CC(=O)O)S(=O)(=O)c1ccc2oc3ccccc3c2c1	-0.7%	·	0.6%	i	·	·	56	·	2.3%	·
CC(C)(C)c1ccc2c(c1)C(=O)c1ccccc1C2=O	-1.9%	9%	0.7%	i	18%	13%	35	1	1.3%	1%
Cc1cc(-c2nc3ncccc3o2)ccc1NC(=O)CC(C)C	0.2%	7%	0.8%	i	18%	17%	40	1	4.3%	-28%
CCOc1ccc(C(=O)NC2CCN(C(=S)Nc3ccccc3C)CC2)cc1	0.2%	8%	-1.1%	i	3%	6%	15	1.1	-0.3%	10%
Cc1ccccc1N1C(=O)CC(c2c[nH]c3ccccc23)C1=O (stereo not drawn)	0.3%	0%	0.0%	i	-13%	-10%	36	1.2	1.9%	3%
CC(=O)Nc1cccc(NC(=O)Nc2cccc(Cl)c2C)c1	-0.5%	0%	0.2%	i	5%	4%	62	1.1	0.9%	9%
Cc1cc(=O)[nH]n(CCO)c1=O	0.2%	0%	-2.2%	i	·	·	17	·	0.3%	12%
O=C(O)CCn1nnc2ccccc21	0.8%	8%	0.0%	i	·	·	27	·	-0.3%	3%
COc1cccc(NC(=O)CSc2ccc(-c3sc(C)nc3C)nn2)c1	0.1%	·	0.1%	i	·	·	78	·	0.8%	·
O=C1CCC(C(=O)OCc2cc(Cl)ccc2OC(F)F)N1 (stereo not drawn)	0.1%	-1%	3.4%	i	10%	12%	13	1.1	0.0%	2%
CCC(=O)N1CCN(c2ccc(NC(=O)c3ccccc3)cc2)CC1	0.3%	19%	0.1%	i	-5%	-10%	59	1	1.7%	13%
Cc1ccccc1CSc1nnc(NC(=O)Cc2cccs2)s1	-0.1%	2%	2.1%[50 µM]	i	6%	0%	40	1.3	1.3%	3%
O=C(NC(=S)N1CCN(c2ccc([N+](=O)[O-])cc2Cl)CC1)c1ccco1	-0.9%	7%	-0.2%[50 µM]	i	19%	16%	43	1.1	0.9%	12%
CCn1c(C)cc(C=C2C(=O)c3ccccc3C2=O)c1C	-0.5%	9%	0.4%	·	8%	20%	·	0.8	·	16%
COc1ccc(NC(=S)Nc2ccccc2Cl)cn1	-0.3%	0%	0.5%	i	4%	32%	62	1.1	-0.5%	-4%
CCOC(=O)c1nc(NCc2ccccc2)c2ccccc2n1	-0.1%	21%	0.1%	i	-6%	2%	4	0.9	-0.1%	7%
